TNAP act mid DEA: human TNAP enzyme activators, primary screen, biochemical, luminescent, intermediate phosphate acceptor level; activation factor at 20 µM; Alkaline phosphatase, tissue-nonspecific isozyme (Homo sapiens), P05186; 64,000 tested, under 10 active; AID 813, 2007; purified TNAP, CDP-star luminescence, 100 mM DEA, 30 min; hits give high values; scale: 0 levamisole-inhibited, 1 vehicle-only enzyme;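 active = activation factor of at least 2 at 20 µM, relative to controls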
Target sequence (P05186 whole entry, looked up): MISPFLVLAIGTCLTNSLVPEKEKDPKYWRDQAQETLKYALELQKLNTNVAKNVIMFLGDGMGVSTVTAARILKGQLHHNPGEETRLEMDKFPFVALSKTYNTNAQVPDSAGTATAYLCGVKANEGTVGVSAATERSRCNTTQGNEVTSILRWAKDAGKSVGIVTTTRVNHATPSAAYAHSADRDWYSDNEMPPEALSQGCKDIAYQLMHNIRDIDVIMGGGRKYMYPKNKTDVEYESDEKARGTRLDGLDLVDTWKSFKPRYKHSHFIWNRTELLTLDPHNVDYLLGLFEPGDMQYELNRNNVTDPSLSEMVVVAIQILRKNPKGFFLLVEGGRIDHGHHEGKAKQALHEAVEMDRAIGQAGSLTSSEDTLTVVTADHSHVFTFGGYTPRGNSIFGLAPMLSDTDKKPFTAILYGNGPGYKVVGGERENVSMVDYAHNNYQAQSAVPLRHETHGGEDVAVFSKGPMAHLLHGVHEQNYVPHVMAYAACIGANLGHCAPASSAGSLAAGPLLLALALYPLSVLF
MMP13 inh: human MMP13 inhibitors, primary screen, biochemical, FRET peptide cleavage | MMP-13 fTHP FRET cleavage, Mca fluorescence | inhibition, % at 4 µM | hit rate 0.07% among 65,000;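 active = inhibition above the mean of compound-free control plate wells plus 3 SD, cut at about 14% in these data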;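 note: 0% = DMSO wells and 100% = wells with reference MMP-13 inhibitor after basal subtraction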
PKA inh: inhibitors of human PKA kinase activity, primary screen, biochemical, ATP-depletion luminescence, Kemptide substrate | cAMP-dependent protein kinase catalytic subunit alpha (Homo sapiens), P17612 | PKA Kemptide phosphorylation, Kinase-Glo ATP luminescence | inhibition, % at 6 µM | hit rate 0.1% among 65,000;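 active = inhibition above the screen-wide mean inhibition plus 3 SD, cut at about 21% in these data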; note: many of its hits are not listed in these tables
ROCK2 inh: inhibitors of human ROCK2 kinase, primary screen, biochemical, high-throughput, luminescence; hit rate 0.35% among 60,000; inhibition, % at 6 µM; Rho-associated protein kinase 2 (Homo sapiens), O75116; purified ROCK2, Kinase-Glo ATP depletion luminescence;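 active = inhibition above the screen-wide mean inhibition plus 3 SD, cut at about 18% in these data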;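 note: plate controls were DMSO wells for no effect and Y-27632 control wells after no-enzyme background subtraction for full effect; many of its hits are not listed in these tables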
Cdc25B inh: inhibitors of Cdc25B phosphatase catalytic domain, primary screen, biochemical, OMFP fluorescence | hit rate 0.1% among 65,000 | M-phase inducer phosphatase 2 (Homo sapiens), P30305 | inhibition, %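 (compounds tested at 10 µM final in the well)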 | recombinant Cdc25B, OMFP fluorescence Ex485/Em525 | AID 368, 2006; in the data active = inhibition above about 50%
Jurkat tox 60K: cytotoxicity toward Jurkat T cells, primary screen, cytotoxicity control, cell-based, Jurkat E6.1, 60K MLSMR library; Jurkat E6.1 viability, ATP luminescence, 48 h; inhibition, % at 4 µM; hit rate 1.2% among 56,000;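 active = inhibition above the mean inhibition of all tested compounds plus 3 SD, cut at about 28% in these data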
DUSP1 inh: MKP-1 phosphatase inhibitors, primary screen, biochemical, in vitro; recombinant MKP-1, OMFP hydrolysis fluorescence; inhibition, %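 (compounds tested at a single concentration somewhere between 10 and 100 µM)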; hit rate 0.15% among 65,000; AID 374, 2006;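 active = inhibition above about 50%, limit read from the data; inconclusive = inhibition over screen mean plus 3 SD, below that limit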;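 note: 0% = DMSO max control wells and 100% = wells with enzyme stopped by NaOH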
HEK293 NFkB inh: inhibitors of PMA/ionomycin-induced NF-kB reporter, primary screen, antigen receptor NF-kB inhibitor project, cell-based, HEK-293 luciferase reporter, luminescence | HEK-293 NF-kB luciferase reporter | inhibition, % at 3 µM | hit rate 0.21% among 62,000 | AID 465, 2006;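 active = inhibition above the mean of all tested compounds plus 3 SD, cut at about 40% in these data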;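 note: 0% = stimulated DMSO wells and 100% = 10 µM reference inhibitor 5653914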
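Material: HEK-293 cells with stable firefly luciferase reporter driven by four HIV NF-kB elements / Also added: PMA plus ionomycin mix as NF-kB-activating stimulus / Compound dosing: 3 µM once, 0.30% DMSO / Times: 1 h pretreatment, 16 h stimulation, 37 °C / Signal: luminescence / Evaluation: per-plate % inhibition versus controls / Benchmarks: DMSO and 10 µM reference inhibitor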
JNK3 blocker: JNK3 kinase activity inhibitors, primary screen, biochemical, human, purified enzyme | HTS | inhibition, % at 8 µM | hit rate 0.61% among 60,000; in the data active = inhibition above about 17%;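 note: 0% = DMSO and 100% = reference inhibitor; many of its hits are not listed in these tables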
Target sequence (P53779 whole entry, looked up): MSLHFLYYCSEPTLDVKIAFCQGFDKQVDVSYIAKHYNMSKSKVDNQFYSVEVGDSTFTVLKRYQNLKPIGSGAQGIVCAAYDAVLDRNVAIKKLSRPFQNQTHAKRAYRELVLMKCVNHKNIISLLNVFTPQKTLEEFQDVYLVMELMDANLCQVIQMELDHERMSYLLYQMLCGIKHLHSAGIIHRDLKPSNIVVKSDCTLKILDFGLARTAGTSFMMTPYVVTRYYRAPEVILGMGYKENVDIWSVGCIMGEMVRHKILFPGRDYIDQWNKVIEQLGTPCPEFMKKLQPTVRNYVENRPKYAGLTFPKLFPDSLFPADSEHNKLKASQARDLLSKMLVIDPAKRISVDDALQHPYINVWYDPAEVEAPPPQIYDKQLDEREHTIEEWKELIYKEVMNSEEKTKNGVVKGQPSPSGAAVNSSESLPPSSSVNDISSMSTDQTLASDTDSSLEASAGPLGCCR
The depositor's hits bear a star; ? = inconclusive; nt = not tested or not shown.

mol,TNAP act mid DEA,MMP13 inh,PKA inh,ROCK2 inh,Cdc25B inh,Jurkat tox 60K,DUSP1 inh,HEK293 NFkB inh,JNK3 blocker
CC1CCc2cc(F)ccc2N1C(=O)c1ccc2c(c1)OCO2 (configuration not stated),1,-7,-7,-2,-6,1,13,0,-11
COc1ccc(NC(=O)NCCN2CCc3ccccc3C2)cc1,nt,-1,6,-3,-16,1,12,13,-4
CCC(C)(C)NC(=O)C(c1ccco1)N(C(=O)Cn1nnc2ccccc21)c1ccc2c(c1)OCO2 (configuration not stated),1,-4,4,0,-1,5,-1,14,0
Nc1nnc(SCc2ccccc2Cl)s1,0.9,0,9,-4,-1,-2,9,-14,6
CCCCOC(=O)C(C)c1c(C)[nH]c(=S)[nH]c1=O (configuration not stated),0.9,1,3,2,17,nt,-28,nt,0
COc1ccc(OC)c(NC(=O)C2CC(C)=C(C)CC2C(=O)O)c1 (configuration not stated),0.9,0,-2,2,-8,-5,5,14,-3
Cc1ccc(CSc2nnnn2C)cc1,1,2,-1,2,5,-4,3,11,-2
COc1cc(-n2c(C)nc3cc(C(=O)N4CCOCC4)ccc32)cc(OC)c1OC,nt,3,4,5,0,-7,3,11,4
CCCNC(=O)CS(=O)Cc1nc(-c2cccc(OC)c2)oc1C (configuration not stated),1,-7,1,3,-1,-12,2,5,0
Cc1c(NC(=O)c2ccc3c(c2)OCO3)cccc1-c1nc2ccccc2o1,0.9,0,-1,0,13,3,2,18,4
CNS(=O)(=O)c1cccc2nsnc12,0.9,-4,5,5,17,nt,-18,nt,-3
C=CCSc1nc2c(c(=O)[nH]c(=O)n2C)n1CC,0.8,-11,7,-5,-22,-1,-15,3,-4
COc1ccc(-n2nc(C(=O)Nc3ccc4c(c3)OCO4)c3ccccc3c2=O)cc1,0.9,2,6,5,-2,1,-1,-6,2
O=C(NCc1ccco1)c1ccc(COCC(F)(F)C(F)F)cc1,0.9,-6,5,7,-7,2,5,2,-4
CCCNC(=O)Nc1cc(C)on1,1,-1,10,4,24,-6,5,7,-2
Cc1cc(-c2ccccc2)nc2cc(C(N)=O)nn12,0.9,-13,8,11,-14,-2,-1,9,-4
COc1cc(Cl)c(C)cc1NC(=O)COC(=O)c1cnc(C)cn1,1,4,11,4,30,-5,-4,3,7
COc1cccc(OC)c1C(=O)Nc1ccc(N2CCN(S(C)(=O)=O)CC2)cc1,0.9,5,1,0,2,-3,-12,17,1
Cc1nnc2sc(-c3ccco3)nn12,0.9,-3,11,6,-5,0,5,22,6
CCCCCCNC(=O)c1c(N)n(/N=C/c2ccco2)c2nc3ccccc3nc12,1,-42,0,5,-3,-5,13,8,-1
CC1(C)Cc2nc(-c3ccccc3)n3cnnc3c2CO1,1,2,-1,nt,-14,nt,7,13,nt
CN(C)CC(=O)N1c2ccccc2CCc2ccc(NC(=O)c3ccc(N)cc3)cc21,1,2,-2,1,-8,6,3,8,-3
Cc1nn(C)c(C)c1CN(C)C(=O)c1cnn2c1NC(c1ccccc1)CC2C(F)(F)F (configuration not stated),1.1,0,-10,-9,-8,8,29,15,-5
CCCCOc1ccccc1P(=O)(O)CP(=O)(c1ccccc1)c1ccccc1,0.9,5,3,6,16,nt,-10,nt,5
Cc1ccc(NC(=O)Cc2nc(CSc3nnc(-c4ccc5c(c4)OCO5)o3)cs2)cc1,1,4,2,0,-9,5,7,-8,5
CCOC(=O)N1CCN(C(=O)C2CCN(S(=O)(=O)c3cc(Cl)ccc3Cl)CC2)CC1,0.8,-2,4,7,-17,2,9,8,2
COC(=O)Nc1ccc(NC(C)=O)cc1,0.9,2,10,5,-6,-4,8,12,2
NS(=O)(=O)c1ccc(CCNC2CC(=O)N(Cc3ccccc3)C2=O)cc1 (configuration not stated),0.9,-1,6,5,-12,4,-4,24,10
O=c1[nH]c(C2CCCN(S(=O)(=O)c3ccc(F)cc3)C2)nc2c1nnn2Cc1ccccc1 (configuration not stated),0.9,0,-2,0,-1,6,26,8,-3
N#Cc1cccc(NC(=O)c2nc(-c3ccccc3)n(-c3ccccc3)n2)c1,0.9,0,-2,1,-2,4,3,4,-5
COc1cccc(NC(=O)N2CCN(Cc3nc4ccccc4c(=O)[nH]3)CC2)c1,0.9,3,10,nt,-11,nt,5,2,nt
O=C(NCc1ccco1)C(C(=O)c1ccc(F)cc1)n1ccccc1=O (configuration not stated),0.9,3,7,4,9,-10,8,20,3
O=C1C2C3C=CC(C3)C2C(=O)N1c1ccncc1 (configuration not stated),1,-11,-4,-5,-1,4,13,10,0
CCN(CC)C(=O)CSc1nnc(CCN)o1,0.9,-7,0,-2,-8,-2,-10,11,6
COc1cc(C(=O)NCCC(=O)NCCN2CCOCC2)cc(OC)c1OC,0.9,-9,5,2,-9,-1,28,5,-1
O=C(OCC(O)C(O)COC(=O)c1ccccc1)c1ccccc1 (configuration not stated),0.9,2,3,4,-4,-3,-11,9,10
Cc1ccc(C(C(=O)NC2CCCCC2)N(C(=O)c2csnn2)C2CCCC2)o1 (configuration not stated),0.8,6,11,2,-8,-2,-1,7,-3
CCOc1cccc(OCCCNCCCOC)c1,1,1,9,5,-15,-3,1,14,6
O=C(c1ccncc1)c1nccn1-c1ccccn1,0.9,2,9,nt,-15,nt,-2,11,nt
CCN(CC)CCOC(=O)c1cccc(OC)c1,0.8,-4,4,4,-3,3,-11,4,5
CCOc1ccccc1C1CC(=O)NC2=C1C(=O)CC(C)(C)C2 (configuration not stated),1,2,10,0,-15,7,4,14,-3
O=c1[nH]c(=O)n(C2CCCO2)cc1Br (configuration not stated),0.9,-1,5,7,-8,-4,3,9,-3
CC(=O)Nc1cccc(NC(=O)C2CCCN2C(=O)Nc2cccc(F)c2)c1 (configuration not stated),1,10,6,-3,-19,-1,9,17,2
O=C1CC(N2CCN(c3ccc(S(=O)(=O)N4CCCC4)cc3)CC2)C(=O)N1c1ccc(F)cc1 (configuration not stated),0.9,-3,5,7,-5,3,27,12,-4
Cc1nn(CC(=O)Nc2ccccc2)c(=O)c2ccccc12,1,1,0,1,-15,3,-3,18,-2
CNC(=O)NC(=O)CSc1ccc(NC(C)=O)cc1,0.9,5,-4,-1,-8,2,0,0,-3
[O-][N+]12CC[N+]([O-])(CC1)c1ccccc12,1,5,12,3,2,1,4,4,8
CN(C)S(=O)(=O)c1ccc(C(=O)OCC(=O)c2ccc(OC(F)F)cc2OC(F)F)cc1,0.9,4,8,3,-9,-2,14,12,-1
Cn1nc(-c2ccc(Cl)cc2)c2cc(C(=O)NCCCN3CCOCC3)sc21,1,-75,3,-2,-17,5,28,11,-2
Cc1ccc2cc(CN(CC(C)C)C(=O)C3CCCO3)c(=O)[nH]c2c1 (configuration not stated),0.9,-3,6,3,0,-2,5,0,5
COc1ccccc1/C=c1\sc2nc(-c3ccncc3)nn2c1=O,0.8,-2,5,-8,8,-2,8,12,10
Clc1c(CSc2nc3ccccc3o2)nc2ccccn12,1,-4,7,4,-14,4,-5,-32,-1
Cc1ccc(S(=O)(=O)/N=C(\CN2CCCCC2)N2CCOCC2)cc1,0.8,2,-4,3,-3,-4,7,-2,-1
O=c1c2ccccc2oc2ncccc12,0.9,4,5,0,0,-1,-2,9,10
Cc1ccc(F)cc1NC(=O)C1CCN(c2cnccn2)CC1,0.9,-5,1,0,3,4,-18,14,-3
Cc1nn(C)cc1CN(C)C(=O)c1cc2nc(-c3ccco3)cc(C(F)(F)F)n2n1,1,-18,8,7,0,-4,5,9,-1
COC(=O)CCCCCNc1ccc(C(=O)OC)cc1N,0.8,-5,0,-5,37,4,-8,7,4
COCCCNCCOc1cc(C(C)C)ccc1C,0.9,3,7,2,-5,-1,-17,14,-3
CC(=O)Oc1ccc(-c2ccc(C(=O)O)cc2)cc1,0.9,-4,-7,-4,0,-2,-6,10,-5
Cc1ccc(Cl)cc1N1CCN(C(=O)c2cc3c(=O)n(C)c4ccccc4c3n2C)CC1,0.9,5,-7,0,0,-6,-1,9,-3

Results in Cdc25B inh (2 entries from above):
structure	Cdc25B inh
COc1ccccc1/C=c1\sc2nc(-c3ccncc3)nn2c1=O	8
Cc1ccc2cc(CN(CC(C)C)C(=O)C3CCCO3)c(=O)[nH]c2c1 (configuration not stated)	0

Further structures follow.
mol,TNAP act mid DEA,MMP13 inh,PKA inh,ROCK2 inh,Cdc25B inh,Jurkat tox 60K,DUSP1 inh,HEK293 NFkB inh,JNK3 blocker
COc1cccc(Nc2cc(C)nc3ccccc23)c1,0.7,-5,4,-2,-10,5,-7,11,-4
COc1cc(C2NC(=O)NC(C)=C2C(=O)OC(C)(C)C)ccc1OCC(N)=O (configuration not stated),1,8,12,3,2,-1,-16,10,2
CCOc1ccc(C2C(C#N)=C(N)Oc3cc(C)n(Cc4ccco4)c(=O)c32)cc1OC (configuration not stated),0.9,2,-6,-7,-9,4,7,21,-2
Nc1ccc(O)cc1C(=O)OCC(=O)C12CC3CC(CC(C3)C1)C2,1,-42,9,8,-7,4,25,20,-5
Cc1cc(C)c2cc3c(ccn3C3OC[C@H](O)[C@H](O)[C@H]3O)cc2n1 (some centres not stated),0.9,-1,10,2,-1,-1,-9,6,-12
c1nnc(NC2=NCCCCC2)s1,0.9,6,2,3,-13,2,-9,15,3
O=c1c2ccccc2c(C=Nc2ccc(Cl)cn2)c(O)n1-c1cc(Cl)ccc1N1CCOCC1,0.9,-1,-2,-4,-2,3,25,16,1
CCC(=O)Nc1cc(C(=O)NCC2CCCN2CC)c(OC)cc1N(C)C (configuration not stated),0.9,-1,-4,0,-7,8,6,0,-2
CCN(CC)S(=O)(=O)c1ccc(C(=O)N2CCN=C2SC)cc1,1,1,1,4,-4,4,10,2,-2
O=C(Nc1ccccc1Cl)N1CCN(c2ccc3nnc(-c4ccc(F)cc4)n3n2)CC1,0.9,2,-2,9,-9,8,?,23,-1
CC(NC(=O)c1cccs1)c1ccc2c(c1)OCO2 (configuration not stated),1,7,5,0,-11,5,20,23,-1
Cc1csc(NC(=O)C2CCCN(S(=O)(=O)c3cnc[nH]3)C2)n1 (configuration not stated),0.9,3,2,4,2,-3,-6,11,7
CC(C)C(NC(=O)CNC(=O)OC(C)(C)C)C(=O)NCc1ccccc1 (configuration not stated),0.9,1,2,4,-21,-5,12,13,-4
C[C@]12CC[C@@H]3c4ccc(O)cc4C(=O)C[C@H]3[C@@H]1CC[C@@H]2O,0.8,-14,0,0,1,nt,-3,nt,1
Cn1c(SCC(=O)N2CCOCC2)nnc1-c1cccc(NC(=O)c2ccccc2)c1,0.9,4,1,1,4,1,-12,6,-1

Assay outcomes as filed in PubChem BioAssay.
